Assay outcomes from PubChem.
bCat KO growth: primary screen for growth suppressors in beta-catenin knockout HCT116 cells (colon tumor, human); HCT116 beta-catenin knockout viability, CellTiter-Glo, 60 h; active compounds read low; viability, % at 10 µM; 1.5% of 140,000 active;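 active = viability at or under a set limit, the compound median less 4 SD, cut at about 6% in these data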;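 note: 0% = Hyamine 1622 control at 20 µM and 100% = untreated cell control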
PTEN del growth: growth suppression of PTEN-null HCT116, primary screen, cell-based, CellTiter-Glo; HCT116 PTEN-null viability, 60 h; active compounds read low; viability, % at 10 µM; 1.2% of 140,000 active;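 active = viability at or below a set limit, 4 SD under the median of all tested compounds, cut at about 3.7% in these data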;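 note: PTEN knockout HCT116 line with beta catenin targeted HCT116 as companion control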
Phagocyt inh: inhibitors of macrophage phagocytosis, primary screen, imaging, J774A.1 cells, IgG beads; J774A.1 macrophage IgG-bead phagocytosis; inhibition, % at 5 µM; 0.07% of 110,000 active; AID 1029, 2008;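 active = inhibition above the mean of the plate negative controls plus 5 SD, cut at about 13% in these data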;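 note: phagocytic index as fraction of beads internalized from green versus red external bead signal; plate controls were DMSO negative control for no effect and cytochalasin-D positive control for full effect; some results beyond the cut were filed as inactive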
Yeast growth inh: growth inhibitors of yeast BB579 in restrictive medium, primary screen, yeast lifespan-shortening project, S. cerevisiae; OD615, 48 h; AID 804, 2007; inhibition, % at 10 µM; 0.51% of 140,000 active;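 active = inhibition above a set limit, 3 SD over the mean compound inhibition, cut at about 44% in these data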; note: inactives centre near -24
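System: Saccharomyces cerevisiae DeaD strain BB579, replicative lifespan model yeast | Buffer or medium: Restrictive glucose-based CSMM-D medium | Times: 4 h preincubation and 48 h exposure at 30 °C | Detection: OD615 turbidity measurement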
Yeast lifespan up: compounds extending yeast replicative lifespan, primary screen, S. cerevisiae, OD615 | S. cerevisiae growth with nicotinamide; deaD strain in restrictive glucose medium | inhibition of the nicotinamide effect, % at 10 µM | 0.68% of 130,000 active | AID 775, 2007;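 active = inhibition above a set limit, placed 3 SD over the median of all compounds, cut at about 26% in these data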;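 note: 0% = nicotinamide-treated wells and 100% = cells grown without nicotinamide; some compounds called inactive have numbers as strong as hits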
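Assay system: DeaD-strain S. cerevisiae. Medium: CSMM-D glucose medium, restrictive. Reagent: nicotinamide, 1.5 mM, co-present with compound. Compound: 10 µM single point, 0.25% DMSO. Schedule: culture preincubation 4 h, compound exposure 48 h, both 30 °C. Detection: absorbance at 615 nm.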
GALR2 blocker: GALR2 antagonists in receptor-expressing cells, primary screen | antagonist mode | inhibition, % at 4 µM | 0.39% of 140,000 active | AID 828, 2007; in the data active = inhibition above about 27%;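 note: cells stimulated with galanin 1-16 at roughly its EC80; 0% = agonist challenge control and 100% = basal control without agonist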
Target sequence (O43603 whole entry, looked up): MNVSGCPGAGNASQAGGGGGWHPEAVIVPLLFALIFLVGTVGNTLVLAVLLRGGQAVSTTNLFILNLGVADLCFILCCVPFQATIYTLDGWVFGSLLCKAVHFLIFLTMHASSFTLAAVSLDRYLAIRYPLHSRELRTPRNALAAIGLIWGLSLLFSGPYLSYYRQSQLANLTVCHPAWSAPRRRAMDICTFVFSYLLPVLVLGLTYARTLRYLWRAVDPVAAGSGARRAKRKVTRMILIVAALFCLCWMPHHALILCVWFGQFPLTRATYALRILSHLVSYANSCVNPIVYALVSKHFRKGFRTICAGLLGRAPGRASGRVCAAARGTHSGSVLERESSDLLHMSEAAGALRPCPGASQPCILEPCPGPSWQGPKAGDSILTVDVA
Measles CPE: compounds protecting cells from measles virus cytopathic effect, primary screen, measles RdRp inhibitor project, single point, MLSMR library, absorbance; protection (pct of control), % at 4 µM; AID 841, 2007; 1.5% of 140,000 active; Measles virus-infected cells, CPE protection; in the data active = protection mostly above about 24%, no sharp cut-off; inactive = mostly below about 26%; note: some compounds called inactive have numbers as strong as hits
NPY Y2 blocker: NPY-Y2 receptor antagonists, primary screen, cell-based; NPY-Y2 expressing cells, antagonist mode; inhibition, % at 2.7 µM; AID 793, 2007; 0.99% of 140,000 active; Neuropeptide Y receptor type 2 (Homo sapiens), P49146; in the data active = inhibition above about 17%;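 note: 0% = vehicle with agonist challenge and 100% = reference antagonist with challenge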
Target sequence (P49146 whole entry, looked up): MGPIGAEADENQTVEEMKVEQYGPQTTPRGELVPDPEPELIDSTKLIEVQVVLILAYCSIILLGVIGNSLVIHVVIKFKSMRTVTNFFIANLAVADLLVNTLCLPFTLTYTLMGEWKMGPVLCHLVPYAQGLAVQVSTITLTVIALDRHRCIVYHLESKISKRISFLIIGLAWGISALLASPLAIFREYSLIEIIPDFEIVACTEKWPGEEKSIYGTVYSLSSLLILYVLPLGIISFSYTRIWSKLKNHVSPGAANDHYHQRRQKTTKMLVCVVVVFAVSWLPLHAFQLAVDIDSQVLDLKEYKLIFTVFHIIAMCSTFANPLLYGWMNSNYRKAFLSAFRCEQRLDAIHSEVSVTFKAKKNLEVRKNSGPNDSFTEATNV
E-sel TNF inh: E-selectin induction blockers in HUVEC – imaging, immunofluorescence, high content, primary screen | HUVEC TNFa-induced E-selectin immunofluorescence | inhibition, % at 2 µM | 0.71% of 120,000 active | AID 1246, 2008;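 active = inhibition above the batch mean plus 3 SD, and confirmed as a hit on visual image review, cut at about 43% in these data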;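 note: 0% = TNF-stimulated DMSO wells and 100% = unstimulated control wells; not every result past the cut was called active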
MRP-1 activ: H69AR viability gain despite doxorubicin, primary screen, MRP-1 activator project, H69AR cells, CellTiter-Glo. viability rescue. viability increase, % at 10 µM. 0.61% of 140,000 active;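 active = viability gain under doxorubicin at or above a set limit, the compound median plus 3 SD, cut at about 4.7% in these data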;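 note: MRP-1 overexpressing cells given doxorubicin 25 µM after compound pretreatment; 18-22 h compound pretreatment then 72 h with doxorubicin before readout; 0% = doxorubicin-only wells and 100% = vehicle-treated cells without doxorubicin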
An asterisk follows results filed as active; nt = no result given; [ ] = remark or other dose. Hits appear at their usual frequency; 6.4% or so of the library scored in one or more.

SMILES	bCat KO growth	PTEN del growth	Phagocyt inh	Yeast growth inh	Yeast lifespan up	GALR2 blocker	Measles CPE	NPY Y2 blocker	E-sel TNF inh	MRP-1 activ
O=C(NC(=S)Nc1nc(-c2ccc(Br)cc2)cs1)c1cccnc1	85.2	83.1	nt	-50.1	-12.1	-4.2	2.7	0.9	-17.4	2.2
CCCCN(C(=O)NC(=O)Nc1ccccc1OC)S(C)(=O)=O	102.7	102.5	nt	-35.3	-27.2	11.2	27.9*	2.6	28.5	2.0
Cc1ccccc1NC(=O)c1ccc(COc2ccc3c(C)cc(=O)oc3c2)cc1	96.3	93.5	nt	-43.2	-0.1	2.0	15.0	1.2	nt	-1.1
CCOC(=O)c1ccc(NC(=O)CN(c2ccc(C)cc2)S(=O)(=O)c2c(C)n[nH]c2C)cc1	98.1	73.0	-0.7	-22.6	-7.4	-3.3	30.1	-3.2	nt	0.0
CCN1CCN(C(=O)CN2C(=O)c3cccc4cccc2c34)CC1	106.0	99.0	nt	-30.8	nt	4.1	20.7	-1.9	-3.9	-1.3
COc1ccccc1Nc1nc(N)nc(CN(C)C2CCCCC2)n1	56.4	69.7	-0.6	-12.6	-17.9	2.8	13.2	2.4	1.8	-4.4
Cc1ccc(NS(=O)(=O)c2ccc(Cl)s2)cc1S(=O)(=O)N(C)C	95.1	88.6	-2.1	-10.8	4.2	-0.1	14.1	-0.1	nt	-0.6
CC/C(C)=C1\SC(N2CCOCC2)=NC1=O	116.5	108.0	-0.6	-65.3	-5.3	3.3	8.9	3.0	22.0	-1.2
CCNC(=O)COc1ccc(Br)cc1Cl	86.6	96.4	-0.8	-77.9	-18.9	-1.0	5.8	5.1	-0.1	1.2
COc1ccc(NC(=S)Nc2cccc3cnccc23)cc1	85.9	85.4	-3.4	-34.4	5.0	13.3	4.7	-1.0	nt	-3.1
CCOc1ccc(S(=O)(=O)NCc2ccccn2)cc1	95.3	99.0	nt	-38.1	-6.4	1.3	9.1	0.1	5.5	0.9
CC1(C)Cc2c(c(=S)nc(-c3ccccc3)n2CCOCCO)CO1	99.0	98.4	0.3	-7.5	-5.9	3.3	11.0	1.8	nt	0.7
CC(=O)N1CCN=C1SCc1ccccc1Cl	94.4	100.0	0.4	-16.3	-10.4	-15.8	4.3	0.3	13.3	2.6
CC(=O)Nc1ccc2[nH]c(C)c(CC=C(Cl)Cl)c(=O)c2c1	89.8	102.2	-1.3	-14.7	-6.9	7.0	5.8	-2.8	nt	6.8*
CSc1ccc(Cl)c(C(=O)NCc2ccco2)c1	105.0	97.9	0.9	-19.3	-14.0	3.9	10.4	3.9	2.8	-0.7
Cc1ccc(NC(=O)Cc2noc3ccccc23)nc1	107.4	90.2	-3.5	-18.1	-1.2	-1.1	5.3	4.6	nt	0.1
Cc1cc(Nc2ccc3c(c2)OCCO3)c2cccc(C)c2n1	33.4	37.9	-4.2	-46.9	7.5	1.1	10.3	10.3	18.6	-4.5
CCC(=O)n1nc(-c2cccnc2)nc1NCc1ccc(OC)cc1	103.1	105.2	-2.9	6.0	-12.0	0.7	6.6	5.2	-13.9	-0.2
Clc1ccc(C=NC23CN4CN(CN(C4)C2)C3)cc1	91.5	91.4	-0.2	-11.4	-11.5	-0.2	2.9	-0.6	-5.7	-0.7
Cc1ccccc1Cn1cc(NC(=O)c2nn(C)cc2Cl)cn1	92.2	91.1	-3.0	-14.7	-2.2	2.0	4.9	-0.9	nt	-0.1
Cc1cccc(N2C(=O)C(Oc3ccc(Cl)cc3Cl)C2C(=O)O)c1C (configuration not stated)	88.9	85.1	5.6	-45.9	10.0	-13.5	34.0	6.3	nt	-0.9
CCOCCCNC(=S)N1C2CCC1CC(NC(=O)NC1CCCCC1)C2 (configuration not stated)	105.7	95.2	0.4	3.3	-0.9	-0.1	12.0	1.6	0.9	-1.4
O=C(C1CCN(Cc2ccc(F)cc2)CC1)N(CCO)Cc1ccccc1	98.1	90.6	1.9	-20.0	-1.7	5.5	3.6	3.1	-14.6	-2.4
Cc1ccc(-c2c(C#N)c(N)nc3c2CCCCCC3)o1	83.2	86.3	-1.1	-32.1	-9.0	-8.3	4.9	4.4	-33.1	-3.5
O=C(NC1CC1)C1CCN(c2ccc(S(=O)(=O)N3CCOCC3)cc2Cl)CC1	89.5	94.6	-0.9	-27.0	-5.2	-1.0	9.0	1.7	1.6	-0.7
COc1ccc(OCCn2c(NC(=O)c3ccco3)nc3ccccc32)cc1	62.6	38.0	-0.7	-44.2	-7.2	-0.1	2.6	5.4	nt	-1.9
Clc1ccc(CSc2nnc(/C=C/c3ccccc3)o2)cc1	107.9	108.0	-0.6	-30.3	-0.4	0.3	3.2	18.1*	13.4	0.1
COc1ccc(NC(=O)CNCCC2=CCCCC2)cc1	94.5	88.2	-2.8	-9.5	-11.8	5.1	24.2	2.3	10.5	-1.6
Cc1ccc(S(=O)(=O)N2CCN(C(=O)c3cc(=O)[nH]c4ccccc34)CC2)c(C)c1	81.5	79.0	1.8	-33.7	-13.1	3.5	31.5	-0.8	18.0	-3.9
O=C(c1noc2c1CCCC2)N1CCN(C(c2ccccc2)c2ccccc2)CC1	77.5	81.3	-2.7	-53.4	-6.5	15.4	2.0	1.9	-24.4	2.0
Cc1nc2ccccc2n1/N=C/c1ccc([N+](=O)[O-])s1	1.5*	1.7*	-1.9	-12.2	-7.0	3.6	2.4	-1.6	4.1	-5.0
N#Cc1nc(Cc2cccc3ccccc23)oc1NCCN1CCCCC1	60.3	63.3	-1.0	-10.8	-5.1	4.2	23.4	2.1	-17.0	-4.2
Cc1ccccc1C(=O)Nc1nnc(-c2ccc(C(C)(C)C)cc2)s1	68.5	61.4	-16.2	-24.2	11.7	-4.6	14.8	-0.1	nt	-3.1
O=C(CSc1nccc2ccccc12)N1CCN(c2ccccn2)CC1	90.2	90.7	0.7	-13.7	-4.5	1.6	6.4	7.8	8.7	-4.3
CCN(CC(=O)Nc1ccc2c(c1)OCCO2)C(=O)c1cccc(S(=O)(=O)N2CCOCC2)c1	83.1	99.1	-0.6	-42.9	-5.8	4.5	8.7	2.6	-8.5	0.1
CC1CC(c2ccccc2)n2nc(NC(=O)c3cccs3)nc2N1 (configuration not stated)	90.7	106.5	-2.4	12.4	-2.5	12.2	13.5	1.5	16.4	1.1

Arranged by molecular weight (lowest first): 3 of the compounds above.
SMILES	bCat KO growth	PTEN del growth	Phagocyt inh	Yeast growth inh	Yeast lifespan up	GALR2 blocker	Measles CPE	NPY Y2 blocker	E-sel TNF inh	MRP-1 activ
CC1CC(c2ccccc2)n2nc(NC(=O)c3cccs3)nc2N1 (configuration not stated)	90.7	106.5	-2.4	12.4	-2.5	12.2	13.5	1.5	16.4	1.1
Cc1ccccc1C(=O)Nc1nnc(-c2ccc(C(C)(C)C)cc2)s1	68.5	61.4	-16.2	-24.2	11.7	-4.6	14.8	-0.1	nt	-3.1
N#Cc1nc(Cc2cccc3ccccc23)oc1NCCN1CCCCC1	60.3	63.3	-1.0	-10.8	-5.1	4.2	23.4	2.1	-17.0	-4.2

Further results follow.
SMILES	bCat KO growth	PTEN del growth	Phagocyt inh	Yeast growth inh	Yeast lifespan up	GALR2 blocker	Measles CPE	NPY Y2 blocker	E-sel TNF inh	MRP-1 activ
CCOC(=O)c1nnn(-c2nonc2-n2cccc2)c1C	101.0	105.0	-3.5	-14.8	-15.5	-0.9	8.4	1.0	-8.4	0.3
COc1cccc(C2CC(=O)Nc3cc(OC)c(OC)c(OC)c32)c1OC (configuration not stated)	91.4	74.0	44.1*[artifact]	-24.2	-15.2	-15.2	4.4	0.0	10.3	-5.4
CC(=O)Oc1ccc(N2C(=O)C3C4C=CC(C5CC45)C3C2=O)cc1[N+](=O)[O-] (configuration not stated)	95.5	105.1	-2.4	-16.8	0.2	-10.4	4.8	-1.4	2.2	-1.6
CCCCOC(=O)Nc1nnc(-c2ccccc2OC)s1	86.3	98.1	-0.1	-71.3	-21.4	12.8	21.5	1.6	0.8	-3.0
CCC(CC)c1nc(C#N)c(NC(C)c2ccccc2)o1 (configuration not stated)	78.9	78.3	-1.3	-36.5	6.0	5.4	16.8	2.4	nt	-1.7
O=C(CN1CCC(C(O)(c2ccccc2)c2ccccc2)CC1)Nc1ccccc1	69.5	65.6	-1.8	4.0	-14.9	-4.3	18.3	7.0	-22.5	-3.3
O=C(N/N=C/c1ccc(OC(=O)c2ccccc2)cc1)c1ccc(CN2CCOCC2)cc1	80.5	80.4	nt	4.8	-22.9	-7.2	7.6	1.4	nt	1.4
c1ccc(Cc2nnc3sc(-c4ccco4)nn23)cc1	102.6	97.7	-0.3	8.0	-10.2	4.8	10.1	-1.4	20.1	-2.2
CC(C(=O)N1CCOCC1)(c1ccccc1)c1ccccc1	104.0	101.7	0.4	28.2	-4.6	-9.0	8.0	0.7	4.1	-1.7
CCOC(=O)N1CCN(CC(=O)Nc2cc(OCC)ccc2OCC)CC1	82.4	91.7	nt	3.4	-3.5	-2.0	9.0	2.2	nt	-4.4
O=[N+]([O-])c1ccccc1N/N=C\c1ccccc1Cl	53.5	68.7	-0.9	-45.7	-2.4	3.2	27.7	1.6	nt	-0.7
O=C(NC(NC(=S)N1CCOCC1)C(Cl)(Cl)Cl)c1ccc(Cl)cc1 (configuration not stated)	23.7	24.7	-12.1	-34.8	1.8	1.3	9.1	-1.1	-50.5	-2.8
Cc1ccc(-n2c3c(c(=O)[nH]c2=O)C(C(F)(F)F)(C(F)(F)F)NC(=O)N3)cc1	91.9	84.8	nt	14.2	-12.0	9.7	23.1	0.2	-20.5	-2.0
O=C(CNC(=O)C(c1ccccc1)c1ccccc1)N/N=C/c1ccc(O)c([N+](=O)[O-])c1	98.1	95.0	nt	-55.1	0.3	-4.5	12.8	2.5	nt	-1.2
CCOC(=O)NC(=O)/C(C=Nc1ccc(Cl)c(Cl)c1Cl)=C(\C)O	92.8	102.2	-0.7	-20.1	0.6	3.2	16.3	4.2	-1.9	-1.4
CCn1c2ccccc2c2cc(/C=N/n3c(C)nnc3C)ccc21	97.7	83.6	1.8	-1.9	-13.4	3.0	14.0	-1.8	nt	-2.2
O=c1c2ccccc2nc2n1C(CSc1ccc(F)cc1)CN2 (configuration not stated)	84.9	81.5	nt	-26.8	-2.7	11.3	17.7	0.4	17.4	-2.0
C=CCOC(=O)C1=C(C)NC(=S)NC1c1cccs1 (configuration not stated)	82.8	102.4	-6.7	-7.7	-1.5	-1.6	20.8	3.5	nt	-4.5
COc1ccc(-c2ccc(S(=O)(=O)N3CCOCC3)cc2)cc1	106.5	99.9	nt	-13.3	-16.8	3.5	10.5	0.2	-13.3	-1.2
CC1(C)CC(=O)C2(CC3=C(CC(C)(C)CC3=O)O2)C(=O)C1	89.9	87.6	1.3	-12.6	0.7	6.8	6.4	0.9	19.5	-1.0
